Screening data as filed in PubChem BioAssay.
BAZ2B block – qHTS Assay for Inhibitors of BAZ2B | Bromodomain adjacent to zinc finger domain protein 2B (Homo sapiens), Q9UIF8 | AlphaScreen BAZ2B-H3K14Ac peptide displacement | Potency, µM (highest dose often 114 µM), without a hit: at the top dose activity change, negative = inhibition, actives largely listed as inhibitors | 360,000 tested, 4.4% active; note: % is set by controls: 0 for no effect and ±100 for the full control effect; nearly all actives have a fitted effect of over 60% in size
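Inhibition is scored as reduced AlphaScreen emission. The BAZ2B/b-H3(5-23)K14Ac complex (50 nM each) in PBS pH 7.4, 0.01% Tween-20 meets compound (up to 110 uM) for 30 min at RT before bead addition.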
JMJD2A Tudor inh – qHTS Assay for Inhibitors of JMJD2A-Tudor Domain | 390,000 tested, 4.4% active | Lysine-specific demethylase 4A (Homo sapiens), O75164 | AID 504339, 2011 | AlphaScreen JMJD2A-Tudor / H3K4me3 peptide binding | Potency, µM (top dose mostly 114 µM), for inactives: at the top dose activity change, negative = inhibition, actives largely listed as inhibitors; note: % is set by controls: 0 for no effect and ±100 for the full control effect; nearly all actives have a fitted effect of over 50% in size
POLB inh – qHTS Assay for Inhibitors of DNA Polymerase Beta; P06746; Pol beta primer extension/strand displacement, fluorescence kinetic; Potency, µM (series often up to 114 µM), without a hit: at the highest dose activity change, negative = inhibition, hits mostly inhibitors; 340,000 tested, 1.3% active; note: % is set by controls: 0 for no effect and ±100 for the full control effect
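Reaction started by 50 nM substrate onto compound-treated Pol beta (10 nM, 15 min preincubation, room temperature); plates read at 0 min and 10 min. Normalized concentration-effect data fitted by four-parameter Hill equation.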
BLM helicase inh – qHTS Assay for Inhibitors of Bloom's syndrome helicase (BLM). RecQ-like DNA helicase BLM (Homo sapiens), P54132. recombinant BLM DNA unwinding, fluorescence dequenching. 350,000 tested, 0.2% active. Potency, µM (titrated, usually from 56.1 µM), for the others: at the highest dose activity change, negative = inhibition, usual class: inhibitors. AID 2528, 2010;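 note: plate controls were vehicle for no effect and no enzyme for full effect; nearly all actives have a fitted effect of over 35% in size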
Pol eta inh – qHTS for Inhibitors of Polymerase Eta; 390,000 tested, 1.2% active; recombinant Pol eta, fluorescent DNA replication assay; Potency, µM (titrated, usually from 114 µM), for inactives: at the top dose activity change, negative = inhibition, usual class: inhibitors; AID 588591, 2011; DNA polymerase eta (Homo sapiens), Q9Y253; note: % is set by controls: 0 for no effect and ±100 for the full control effect
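Fluorescent replication assay: 50 nM final substrate added after a 15 min room-temperature compound preincubation with 10 nM enzyme. Signal taken at 0 min and again at 10 min.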
Pol iota inh – qHTS for Inhibitors of Polymerase Iota; DNA polymerase iota (Homo sapiens), Q9UNA4; Pol iota fluorescent replication assay, 10 min; Potency, µM (titrated, usually from 115 µM), for the others: at the top dose activity, negative = inhibition, hits mostly inhibitors; 390,000 tested, 1% active; AID 588590, 2011
Target sequence (Q9UNA4 whole entry, looked up): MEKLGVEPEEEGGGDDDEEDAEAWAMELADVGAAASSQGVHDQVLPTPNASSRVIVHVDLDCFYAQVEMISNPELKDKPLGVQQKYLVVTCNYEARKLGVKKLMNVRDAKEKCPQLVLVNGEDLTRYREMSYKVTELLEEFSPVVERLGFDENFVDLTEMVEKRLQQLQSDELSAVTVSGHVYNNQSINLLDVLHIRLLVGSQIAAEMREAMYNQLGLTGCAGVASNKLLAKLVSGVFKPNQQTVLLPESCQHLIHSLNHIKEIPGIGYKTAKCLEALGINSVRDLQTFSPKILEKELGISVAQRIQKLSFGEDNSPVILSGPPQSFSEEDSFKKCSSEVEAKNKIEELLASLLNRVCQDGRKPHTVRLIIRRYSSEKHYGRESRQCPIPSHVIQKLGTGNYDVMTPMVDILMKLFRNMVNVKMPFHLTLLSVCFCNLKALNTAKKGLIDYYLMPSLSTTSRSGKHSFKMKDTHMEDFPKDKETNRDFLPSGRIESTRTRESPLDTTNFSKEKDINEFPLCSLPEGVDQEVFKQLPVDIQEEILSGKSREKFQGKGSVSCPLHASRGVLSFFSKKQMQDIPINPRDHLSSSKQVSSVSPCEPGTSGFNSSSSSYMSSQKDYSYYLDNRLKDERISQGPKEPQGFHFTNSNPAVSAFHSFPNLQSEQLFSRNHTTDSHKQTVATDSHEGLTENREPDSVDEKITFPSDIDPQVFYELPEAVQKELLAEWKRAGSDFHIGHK
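Fluorescent replication assay read twice, at 0 min and 10 min after adding 50 nM (final) substrate. Enzyme (10 nM) and compounds were first incubated 15 min at room temperature; enzyme-free buffer wells were negative controls.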
G9a block – qHTS Assay for Inhibitors of Histone Lysine Methyltransferase G9a | Histone-lysine N-methyltransferase EHMT2 (Homo sapiens), Q96KQ7 | G9a H3K9 monomethylation, AlphaScreen, 2 h | Potency, µM (series often up to 102 µM), for inactives: at the top dose activity, negative = inhibition, actives largely listed as inhibitors | 350,000 tested, 8.8% active | AID 504332, 2011; note: % is set by controls: 0 for no effect and ±100 for the full control effect; nearly all actives have a fitted effect of over 75% in size
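G9a (20 nM) was preincubated 15 min with compound, then reacted 2 h at room temperature with 500 nM biotin-H3K9 peptide and 20 µM SAM. Monomethyl-H3K9 detected by AlphaScreen using anti-H3K9me1 antibody.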
Pol kappa inh – qHTS for Inhibitors of Polymerase Kappa. DNA polymerase kappa (Homo sapiens), Q9UBT6. purified Pol kappa, fluorescent DNA synthesis assay, 10 min. Potency, µM (top dose mostly 107 µM), inactives show top-dose activity, negative = inhibition, most hits filed as inhibitors. 400,000 tested, 0.53% active. AID 588579, 2011; note: % is set by controls: 0 for no effect and ±100 for the full control effect
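Enzyme at 10 nM met test compounds for 15 min at room temperature. Substrate addition (50 nM final) began the reaction, which was monitored by fluorescence at 0 and 10 min.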
APEX1 inh – qHTS Assay for Inhibitors of the Human Apurinic/apyrimidinic Endonuclease 1 (APE1); DNA repair nuclease/redox regulator APEX1 (Homo sapiens), P27695; Potency, µM (titrated, usually from 65.8 µM), without a hit: at the top dose activity change, negative = inhibition, actives largely listed as inhibitors; recombinant APE1, TAMRA/BHQ-2 abasic DNA cleavage fluorescence; AID 2517, 2012; 350,000 tested, 0.35% active;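 note: plate controls were vehicle for no effect and reference inhibitor for full effect; nearly all actives have a fitted effect of over 55% in size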
Target sequence (P27695 whole entry, looked up): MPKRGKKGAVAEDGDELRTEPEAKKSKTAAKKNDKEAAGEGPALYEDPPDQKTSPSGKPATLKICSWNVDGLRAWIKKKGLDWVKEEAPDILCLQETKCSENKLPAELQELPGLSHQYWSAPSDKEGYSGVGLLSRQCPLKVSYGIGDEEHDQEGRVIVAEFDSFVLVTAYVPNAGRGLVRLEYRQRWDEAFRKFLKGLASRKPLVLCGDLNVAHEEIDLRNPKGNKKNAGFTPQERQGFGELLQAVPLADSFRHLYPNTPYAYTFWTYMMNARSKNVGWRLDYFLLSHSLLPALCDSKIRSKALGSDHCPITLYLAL
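Substrate: short duplex with […] THF abasic site, 5'-TAMRA and 3'-BHQ-2, 50 nM final. APE1 at 0.75 nM, preincubated 15 min RT with compound. Fluorescence increase from first to third read measured activity.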
* = called active by the depositor; ? = inconclusive; / = not tested or not shown; & = joins results of further samples; [ ] = dose if it differs, or a comment. Calls come from the whole dose curve; as a rule, active = well fitted curve in the direction sought with a large enough effect; inconclusive = small, poorly fitted or top-dose-only effect, or another doubt; inactive = no such curve, though single readings can be large; an effect the other way counts as inactive or inconclusive. Potency is the fitted concentration of half-maximal effect. A portion of the library (hit frequency here may not be typical).

molecule | BAZ2B block | JMJD2A Tudor inh | POLB inh | BLM helicase inh | Pol eta inh | Pol iota inh | G9a block | Pol kappa inh | APEX1 inh
CC1CCN(C(=S)NC(=O)c2cccs2)CC1 | -19% | -10% | 20% | -4% | -11% | -21% | 45µM* | -6% | -3%
CC1(C)CC(=O)C=C(Nc2ccc(F)cc2F)C1 | -18% | -5% | 7% | 0% | -15% | 2% | ? | 0% | 3%
COc1ccc(NS(=O)(=O)c2ccc(C(=O)N(C)Cc3ccc(C)o3)cc2)cc1 | / | -33% | / | / | ? | 35%[activator] | / | -20% | 5%
CN(C(=O)c1cc2n(n1)C(C(F)(F)F)CC(c1ccco1)N2)c1ccccc1 (stereo not given) | -11% | -23% | 27% | 1% | -8% | 0% | -47%[12.7 µM] | -8% | 12%
CC(C)CN1C(=O)c2ccc(NC(=O)c3cccs3)cc2C1=O | 8% | -19% | -5% | -3% | -8% | -2%[58.9 µM] | 14%[59 µM] | -11% | -1%
COCCNC(=O)c1cc(-c2cccc(OC)c2)on1 | 9% | -3% | 26% | -1% | -11% | -8%[58.9 µM] | 32%[12.7 µM] | -14% | 12%
C=CCn1c(N)c(C(=O)NCCC2=CCCCC2)sc1=S | 40µM* | ? | -2% | -3% | -5% | -13%[58.9 µM] | ? | -15% | -4%
O=S1(=O)c2cccc3cccc(c23)N1CCBr | 50%[activator] | 33% | -9% | -4% | -10% | 162%[activator] | 56%[activator] | -4% | 41%
O=C(Nc1nnc(COc2ccc(F)cc2)s1)Nc1ccccc1F | -11% | -3% | -17% | 1% | -3% | 14% | 13% | -6% | -9%
CN(C)c1ccc(/C=C2\NC(=S)N(Cc3ccccc3)C2=O)cc1 | 28µM* | ? | -1% | -1% | -22% | ? | -15% | -4% | ?
O=C(NC1CCCCC1)C(c1ccco1)N(C(=O)c1csnn1)c1ccccc1 (stereo not given) | -9% | -12% | 40% | -4% | -16% | 40%[activator] | 7% | -6% | 14%
COCCCNC(=O)c1cc2cc(Br)ccc2oc1=O | -16% | -12% | 24% | 0% | 1% | -24% | -9% | -22% | -4%
Cn1cc(C(=O)N2CCN(c3ccccn3)CC2)c(=O)c2cc(S(=O)(=O)N3CCOCC3)ccc21 | 3% | -15%[11.4 µM] | 30% | -3% | 4% | 1% | 10%[2.33 µM] | -12% | 13%
Cc1ccc(C(=O)NCN2CCN(c3ccccc3)CC2)cc1 | 4% | -23% | / | / | -20% | 28% | ? | 3% | 43%
CCn1c(SCC(=O)Nc2nccs2)nnc1-c1cc2cccc(OC)c2o1 | 4% | -13% | 16% | -7% | ? | 61%[activator] | 17%[59 µM] | -5% | 3%
CC(=O)c1ccc(CCCC(=O)O)cc1 | 4% | -11% | 12% | 2% | -7% | 1% | 12% | -24% | 2%
Nc1nc2c(Cl)ccc(Cl)c2s1 | / | 9% | 35% | -2% | -22% | 37%[activator] | -40% | -3% | -5%
CC(=O)Nc1ccc(S(=O)(=O)NC2(C(F)(F)F)NC(=O)N(c3ccc(C)cc3)C2=O)cc1 (stereo not given) | -3%&-5% | -10%&-2% | -22%&1% | -1%&-1% | -2%&0% | 17%&-1% | 9%[59 µM] | -9%&1% | 13%
CCCCCCCC1c2c(c(C)c(C)oc2=O)Oc2c(C)c(C)oc(=O)c21 | -6% | -4% | / | / | -6% | -8% | -27%[0.501 µM] | 9% | 27%
COc1ccccc1-n1c(SCC(N)=O)nc2c(c1=O)SCC2 | 6% | -14% | -5% | 1% | -1% | -24% | ? | -5% | -2%
Cn1c(CCN2CCN(c3ccccn3)CC2)nc2cc(NC(=O)COc3ccccc3)ccc21 | ? | -24% | 3% | 0% | -7% | 44%[activator] | / | 16% | 3%
Cc1cc(C(F)(F)F)nn1CC(=O)NCc1cccs1 | 3% | -12% | 2% | 1% | -16% | 17% | 21% | 17% | 3%
CCc1ccc(NC(=S)NC2CCN(Cc3ccccc3)CC2)cc1 | ? | -21% | 31% | -4% | -22% | -5% | -14%[59 µM] | -2% | -4%
N#CCCN(NC(=O)OCc1ccccc1)C(=O)OCc1ccccc1 | / | 6% | / | / | -20% | 7% | / | -2% | /
O=[N+]([O-])c1ccc(-c2nnc(S)n2-c2ccccc2)cc1 | 0% | / | 27% | -2% | / | / | / | / | -14%
CCCCOc1ccc(C(=O)NCCS(=O)(=O)N2CCN(c3ccccc3OC)CC2)cc1 | -16% | -23% | 1% | -11% | -23% | 15% | -5%[59 µM] | -8%[60.1 µM] | /
COc1ccc(-c2ccnc(SCC(=O)N3CCOCC3)n2)cc1 | -4% | -14% | -1% | 4% | 1% | -10% | -16%[59 µM] | -4% | 8%
Cc1c(Cl)c([N+](=O)[O-])nn1CC(=O)NCc1ccco1 | 2% | -2% | 24% | -3% | -12% | 12% | 4%[59 µM] | 0% | -7%
Cc1nc(CCNC(=O)c2ccccc2)cs1 | -5% | -13% | 4% | 0% | -6% | -10% | -32% | -6% | -3%
O=C(NCCc1c[nH]c2ccccc12)c1cnccn1 | -39% | -13% | -1% | -3% | -16% | 28% | -12% | 12% | -2%
COc1ccc2oc(C(=O)Nc3ccc(S(=O)(=O)N(C)C4CCN(C)CC4)cc3)c(C)c2c1 | -30% | -35% | 20% | 61%[activator] | -21% | 50%[activator] | -49% | 17% | 15%
O=[N+]([O-])c1cccc(-c2c(-c3ccccc3)ncc3cc(F)ccc23)c1 | ? | ? | / | / | 0% | 12% | -2%[0.501 µM] | -4% | 0%
Cc1cccc(Nc2nc3c(S(=O)(=O)c4ccccc4)nnn3c3ccccc23)c1 | 6% | -6% | 30% | 0% | -6% | 12% | -1%[59 µM] | -10% | ?
COCCn1c(C)cc(C(=O)CSc2nc(C)c(C)c(C)n2)c1C | ? | ? | 18% | -7% | 0% | 35%[activator] | 28µM* | -8% | -14%
CCc1ccc(/C=N/NC(=O)c2cc(-c3ccncc3)nc3ccccc23)s1 | -5% | -31% | ? | 0% | -2% | -7% | 19%[59 µM] | -9% | -7%
CC(=O)c1c(N2CCN(C(=O)C3CCCO3)CC2)nc(=S)n(-c2ccccc2)c1C (stereo not given) | 0% | -24% | 35% | -3% | -8% | -11% | 28%[59 µM] | 7% | 13%
O=C(CN1CCN(c2ccccn2)CC1)Nc1ccc(OCc2ccccc2)cc1 | -13% | ? | -7% | -11% | -6% | 3% | -11% | -7% | -8%
CCn1cc(/C=N\NC(=O)c2ccccc2Cl)cn1 | -18% | -10% | -1% | -5% | -3% | 241%[activator] | 9% | -8% | 4%
COc1ccccc1Oc1coc2cc(OCC(N)=O)ccc2c1=O | 5% | 6% | -1% | 0% | -13% | 25% | ? | 4% | 12%
O=C(CN(C(=O)c1ccc2c(c1)OCCO2)c1ccccc1)NCC1CCCO1 (stereo not given) | 10% | -2% | 46% | -2% | -9% | -5% | -3%[59 µM] | -12% | 2%
CCCCOC(=O)Nc1nnc(CC(=O)NCc2ccccc2)s1 | -19% | -10% | 35% | -3% | -2% | 26% | 2% | -10% | 50%[activator]
COc1ccc(C(=O)N=C2SC3CS(=O)(=O)CC3N2Cc2ccccc2)cc1OC (stereo not given) | -20% | -7% | -25% | -7% | -8% | -10% | 12% | -14% | 31%
COc1ccccc1C(=O)NCCC(=O)N1CCN(c2ccccc2O)CC1 | -6% | -22% | / | / | -10% | ? | ? | -14% | 34%
CCCC(=O)OCC(=O)c1[nH]c(C)c(C(C)=O)c1C | ? | ? | -3% | -9% | -11% | 57%[activator] | 9% | -7% | -2%
COc1ccc(NCC(=O)N/N=C2\CCc3ccccc32)cc1 | ? | ? | 0% | -12% | -4% | 27% | ? | -11% | -8%
CC1CCCN(S(=O)(=O)c2cccc(C(=O)OCC(=O)N(C)Cc3c(F)cccc3Cl)c2)C1 (stereo not given) | / | -26% | / | / | -2% | -17% | / | -23% | -36%
O=C(c1ccccc1)N(c1ccccc1)c1ccccc1O | / | -19% | / | / | ? | -26% | / | -25% | /
COC(=O)CSc1nc2nc(C)c(Br)cc2[nH]1 | 2% | -32% | 9% | 2% | 7% | 6% | 7.9µM* | -11% | 2%
CC(=O)NCCNc1nc(-c2cccc(C#N)c2)nc2ccccc12 | / | / | / | 4% | / | / | -5%[0.501 µM] | 4%[60.1 µM] | -2%
O=C(Nc1ccccc1C(=O)N1CCOCC1)c1cccc(S(=O)(=O)N2CCCC2)c1 | 1% | -16% | -22% | 1% | -7% | 12% | 13%[12.7 µM] | -21% | 0%
CCCNS(=O)(=O)c1ccc(CCC(=O)NCc2ccco2)cc1 | -6% | ? | -4% | -3% | ? | ? | -39%[12.7 µM] | -12% | 15%
CC1(C)N=C(N)N=C(N)N1c1cccc(CN)c1 | 9% | -1% | 3% | -1% | -9% | -7% | 9%[12.7 µM] | 1% | -1%
CN(C)c1ccc(/C=C/c2nc3ccccc3c(=O)n2CCO)cc1 | -26% | -35% | 0% | -3% | 5% | -9% | -44% | -1%[60.1 µM] | 14%
CC(=O)N1C(=O)CC(C)N(C(C)=O)c2ccc([N+](=O)[O-])cc21 (stereo not given) | -2% | ? | 34% | 2% | -19% | 2% | 20µM* | -12% | 18%
COC1Cc2ccccc2N(C(=O)N2CCN(CCO)CC2)c2ccccc21 (stereo not given) | 12% | 8%[57.1 µM] | 27% | 3% | -16% | -16% | -7%[59 µM] | -2% | -4%
CCC(=O)N1c2ccccc2CC1C(=O)NCCCN1CCN(c2cc(C)ccc2C)CC1 (stereo not given) | -22% | -29% | 3% | 1% | -15% | 2% | 10%[59 µM] | 1%[60.1 µM] | /

One compound at a time, from the list above. Order of values: BAZ2B block | JMJD2A Tudor inh | POLB inh | BLM helicase inh | Pol eta inh | Pol iota inh | G9a block | Pol kappa inh | APEX1 inh
Record of COc1ccc(NCC(=O)N/N=C2\CCc3ccccc32)cc1 : ? | ? | 0% | -12% | -4% | 27% | ? | -11% | -8%
Record of O=C(c1ccccc1)N(c1ccccc1)c1ccccc1O : / | -19% | / | / | ? | -26% | / | -25% | /
